RAD52 inh – inhibitors of human RAD52 DNA annealing. P43351. recombinant RAD52 DNA annealing, FRET fluorescence. inhibition, % at 18.7 µM. hit rate 0.46% among 360,000;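 active = every replicate showing at least 50% inhibition; inconclusive = mean inhibition at least 50% but not in every replicate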
E-selectin induc – induces E-selectin expression in human endothelial cells; P16581; HUVEC E-selectin immunofluorescence imaging; normalized: neutral wells 0, TNF-alpha wells 100; activation, % at 7.58 µM; hit rate 0.37% among 260,000;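 active = mean E-selectin-positive cell signal at least 10% of the positive control, reached in at least 60% of replicates, without over 20% cell loss; inconclusive = no rule given, readout overlaps actives, possibly toxicity-flagged; inactive = the rest, including those meeting only one limit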;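 note: in these data hits start at about 27%; measured in HUVEC primary endothelial cells; signal is the percent of cells scored E-selectin positive by PE staining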
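System: HUVEC, human umbilical vein endothelial cells; quantity: 3,000 cells/well; buffer or medium: EGM-2 medium, gelatin-coated wells; dosing: single-point compound dose; detection: immunofluorescence imaging; evaluation: % PE-positive cells; benchmarks: TNF-alpha, DMSO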
EWS-Fli block – EWS/Fli transcriptional activity inhibition | A673 NR0B1-luciferase reporter, viability-normalised | hit rate 0.67% among 350,000 | AID 651661 | inhibition, % at 12.6 µM;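 active = mean inhibition of at least 50% after viability correction, with every replicate also passing that limit; inconclusive = mean reaches 50% but only one of two replicates passes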;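 note: firefly luciferase signal divided by Alamar Blue viability fluorescence both relative to DMSO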
RAD54 branch – blocks human RAD54 Holliday junction branch migration. Q92698. FAM/BHQ fluorescence. inhibition, % at 10.4 µM. hit rate 0.14% among 360,000;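 active = mean normalized replicate activity at least 40 and at least half of replicates scoring 40 or more; inconclusive = only one of the two criteria met; inactive = mean below 40 and under half of replicates reaching 40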;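 note: 0% = median of neutral control wells and 100% = median of positive control wells; inhibitors cause a drop in the FAM fluorescence signal; in these data hits start at about 50%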
Target sequence (Q92698 whole entry, looked up): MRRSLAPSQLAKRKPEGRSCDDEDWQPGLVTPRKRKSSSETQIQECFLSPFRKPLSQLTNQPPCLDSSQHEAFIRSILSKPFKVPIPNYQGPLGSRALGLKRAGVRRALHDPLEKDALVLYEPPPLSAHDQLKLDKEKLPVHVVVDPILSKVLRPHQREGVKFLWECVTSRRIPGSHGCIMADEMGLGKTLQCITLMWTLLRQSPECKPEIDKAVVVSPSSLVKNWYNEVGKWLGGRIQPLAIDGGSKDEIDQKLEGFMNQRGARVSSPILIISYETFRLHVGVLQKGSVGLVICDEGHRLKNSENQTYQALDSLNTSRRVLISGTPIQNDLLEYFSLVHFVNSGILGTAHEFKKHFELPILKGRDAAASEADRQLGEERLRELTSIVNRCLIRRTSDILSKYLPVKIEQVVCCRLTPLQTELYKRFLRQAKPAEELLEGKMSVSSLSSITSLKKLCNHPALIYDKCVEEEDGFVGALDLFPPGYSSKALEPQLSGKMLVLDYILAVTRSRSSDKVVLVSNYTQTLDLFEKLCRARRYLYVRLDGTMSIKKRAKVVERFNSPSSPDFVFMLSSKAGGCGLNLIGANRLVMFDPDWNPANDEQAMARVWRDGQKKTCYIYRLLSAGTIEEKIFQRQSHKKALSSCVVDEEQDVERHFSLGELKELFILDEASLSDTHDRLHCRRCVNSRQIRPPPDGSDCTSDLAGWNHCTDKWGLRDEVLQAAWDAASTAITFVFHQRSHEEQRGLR
XiGFP reactiv – reactivates the inactive X chromosome in mouse fibroblasts. XiGFP mouse fibroblasts, % GFP-positive cells imaging, 3 d; cells co-treated with 5-aza-dC sensitizer; scaled so ellipticine positive control = 100%. activation, % at 7.58 µM. hit rate 0.055% among 360,000;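 active = mean normalized replicate activation at least 10% and every replicate at or above 10%; inconclusive = only one of the two criteria met; inactive = mean below 10% and not all replicates reach 10%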;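 note: 0% = median of on-plate neutral control wells and 100% = ellipticine 6 µM median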
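material = 68-5-11 XiGFP fibroblast line | medium = DMEM plus 5-aza-dC sensitizer | schedule = 3 days compound exposure | benchmarks = positive control ellipticine, 6 µM final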
esBAF inh – blocks esBAF chromatin remodeling in mouse ES cells; Bmi1-luciferase knock-in reporter, 24 h; 100% = twice the neutral-well signal; reporter increase, % at 12.5 µM; hit rate 2% among 350,000; AID 602393; in the data active = activation above about 40%; inconclusive = no clear call, values can overlap the other calls;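 note: 0% = median of the plate's neutral control wells and 100% = double that signal; a rise in the Bmi1 reporter signal indicates esBAF inhibition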
S100A4 MyoIIA – inhibitors of human S100A4 binding to myosin IIA peptide; hit rate 0.14% among 360,000; S100A4/TAMRA-MyoIIA peptide fluorescence polarization; inhibition, % at 10.7 µM; P26447;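 active = mean inhibition of at least 70% across replicates, with every replicate also reaching that level; inconclusive = mean inhibition reaches 70% but some replicates fall short; inactive = mean inhibition below 70%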
Target sequence (P26447 whole entry, looked up): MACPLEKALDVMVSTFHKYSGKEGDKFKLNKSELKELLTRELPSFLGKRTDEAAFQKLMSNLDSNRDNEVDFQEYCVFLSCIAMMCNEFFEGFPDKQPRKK
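Material: S100A4 monomer protein / Buffer or medium: 50 mM HEPES pH 7.2, 10 mM CaCl2, 100 mM KCl / Times: 5 min incubation before reading / Benchmarks: neutral control DMSO, positive control TFP / Reagent: labelled myosin peptide probe, 5 nM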
FN deposit inh – fibronectin deposition inhibition | AH1F fibroblasts, Alexa488-fibronectin deposition fluorescence, overnight | inhibition, % at 12.6 µM | hit rate 0.086% among 350,000 | AID 743247;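 active = mean inhibition across replicates of 30% or more, regardless of how many single replicates reach that level; inconclusive = mean under 30% yet at least half of replicates reach 30%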;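 note: positive control wells lacked labelled fibronectin entirely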
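Material: AH1F fibroblast monolayer depositing Alexa488-labelled fibronectin into matrix | Input: 10000 AH1F cells/well | Medium: DMEM plus 2% serum, read in PBS | Reagent: Alexa488-fibronectin, 24 nM final in well | Compound dosing: One dose per compound, pinned | Schedule: 1 h adhesion, overnight exposure | Measured by: Fluorescence at 485 nm excitation, 525 nm emission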
Numbers without * were called inactive; ? = inconclusive; . = no result given.

SMILES | RAD52 inh | E-selectin induc | EWS-Fli block | RAD54 branch | XiGFP reactiv | esBAF inh | S100A4 MyoIIA | FN deposit inh
C[C@@H]1CN([C@H](C)CO)C(=O)Cc2cc(NC(=O)Nc3ccc(F)cc3)ccc2O[C@@H]1CN(C)Cc1ccc2c(c1)OCO2 | -18.9 | 0.2 | -9.1 | -0.9 | -0.9 | 1.8 | 27.6 | 6.5
Cc1noc(C)c1S(=O)(=O)N(C)C[C@H]1OCCCC[C@H](C)Oc2ccc(NS(C)(=O)=O)cc2C(=O)N([C@H](C)CO)C[C@@H]1C | -1.8 | -0.1 | -1.0 | -8.1 | -0.2 | -0.1 | -4.3 | .
CC(=O)CSc1ncnc2sc3c(c12)CCC(C)C3 (configuration not stated) | -10.9 | 0.4 | -13.4 | . | 0.0 | . | 3.9 | 1.0
COc1ccc(NC(=O)N[C@@H]2CC[C@@H](CCNC(=O)CN3CCOCC3)O[C@H]2CO)cc1 | -19.3 | -0.1 | -9.7 | 8.2 | 0.6 | 1.3 | -9.3 | -10.0
CC(C)c1nnc(NC(=O)c2ccc(S(=O)(=O)N3CCOCC3)cc2)s1 | -10.4 | -0.1 | 6.1 | 10.3 | 0.0 | 2.5 | 4.0 | -4.4
CCNC(=O)[C@@H]1[C@@H](CO)[C@@H]2Cn3c(cccc3=O)[C@H]1N2C(=O)Nc1cc(F)ccc1F | -8.7 | 0.0 | . | . | 0.2 | . | -0.7 | 4.7
O=C1NC(=O)C2C1C(c1ccccc1)N1C3C(=O)NC(=O)C3C(c3ccccc3)N21 (configuration not stated) | 8.3 | . | . | 7.2 | . | . | 1.3 | -1.3
CCc1cc(=O)n2[nH]c(C)c(-c3ccccc3OC)c2n1 | -4.8 | . | 1.3 | 0.2 | 0.0 | 6.8 | -10.5 | -1.0
CCOC(=O)C1(CCCc2ccccc2)CCN(C(=O)CCn2cnnn2)CC1 | -13.4 | 0.9 | -4.4 | -17.4 | 1.3 | -1.6 | 5.7 | -1.7
CC1Nc2ccccc2C(=O)N1NC(=O)c1ccc(Br)cc1 (configuration not stated) | -12.2 | 0.9 | -3.8 | . | 0.2 | . | 15.8 | -0.9
COCC(=O)Nc1ccc2c(c1)C(=O)N(C)C[C@@H](OC)[C@H](C)CN(C(=O)COC)[C@H](C)CO2 | 0.7 | -0.1 | 1.9 | 2.7 | 1.0 | -2.8 | 6.5 | 4.7
Cc1ccccc1OC(C)C(=O)NCCC1=CCCCC1 (configuration not stated) | -1.3 | 1.1 | . | 2.0 | 0.0 | -5.8 | -3.5 | .
Nc1c(Cl)nc(-c2ccccc2)nc1Cl | -6.7 | . | -5.7 | . | 0.2 | . | 0.3 | .
Cn1ncc2c(=O)n(/N=C/c3ccccc3)cnc21 | -11.4 | . | 9.4 | . | 0.0 | . | -1.7 | -2.2
O=C(/C=C/c1ccc2c(c1)OCO2)NCC1CCCO1 (configuration not stated) | -0.6 | . | -47.6 | . | 0.0 | . | -3.3 | -0.6
CCOc1ccc(N2CC(C(=O)NCCN3C(=O)S/C(=C\c4ccc(OC)c(OC)c4)C3=O)CC2=O)cc1 (configuration not stated) | -18.1 | 0.8 | 2.6 | . | 0.1 | . | 0.7 | -0.3
CN1C(=O)Cc2cc(S(=O)(=O)NCc3c(F)cccc3Cl)ccc21 | -18.9 | 0.9 | 7.0 | -6.7 | -0.1 | 0.8 | -5.0 | -2.0
CO[C@@H]1CN(C)C(=O)c2ccc(NC(=O)C3CC3)cc2OC[C@H](C)N(Cc2ccncc2)C[C@@H]1C | -0.6 | 0.0 | -1.6 | -9.3 | -0.3 | 7.2 | 4.3 | -8.5
Cc1cc(C(=O)COC(=O)c2ccc(O)cc2O)c(C)n1-c1ccccc1 | -19.1 | 1.0 | -51.2 | 8.4 | 0.2 | 16.5 | -0.9 | 4.0
O=C(COC(=O)CCCOc1ccc(Cl)cc1Cl)NCc1ccccc1 | 2.3 | . | 9.7 | -9.6 | 0.0 | . | -2.0 | -5.0
COc1ccc(CN2CC(C(=O)NCCc3ccc(Cl)cc3)CC2=O)cc1 (configuration not stated) | -4.3 | -0.1 | . | . | 0.0 | -5.2 | 1.1 | -2.4
CC1(CCc2ccccc2)NC(=O)N(CC(=O)Nc2ccc(OC(F)F)cc2)C1=O (configuration not stated) | -9.0 | . | -2.3 | -0.3 | 0.2 | 0.3 | 5.4 | 9.9
Cn1nc(C(=O)Nc2cccc(C(F)(F)F)c2)ccc1=O | . | 9.6 | . | -11.7 | . | -3.0 | . | -2.9
CC(=O)c1cc(F)c(N2CCN(CCC#N)CC2)cc1C | -11.3 | . | . | -10.6 | . | 6.1 | -0.2 | .
CC(NC(=O)/C(=C\c1ccco1)NC(=O)c1ccco1)C(=O)O (configuration not stated) | -10.6 | 0.3 | 4.1 | -10.9 | 0.0 | 1.7 | 2.4 | -0.8
C[C@@H]1CCCCO[C@H](CN(C)C)[C@@H](C)CN([C@H](C)CO)C(=O)c2cc(NC(=O)Nc3cccc4ccccc34)ccc2O1 | 22.1 | -0.1 | -0.1 | 7.4 | 0.6 | -6.5 | 4.8 | .
CSc1ncc2ncn(C3OC(CO)C(O)C3O)c2n1 (configuration not stated) | -4.2 | . | -10.5 | -10.4 | 0.0 | -4.9 | 0.9 | 0.1
O=c1[nH][nH]c(-c2ccccc2O)c1C(C[N+](=O)[O-])c1ccc(Cl)cc1Cl (configuration not stated) | -10.9 | . | 7.4 | -1.6 | 0.0 | -3.8 | -6.3 | 4.1
COCCCNC(=O)C1CCC(CNS(=O)(=O)c2ccc(Cl)cc2)CC1 (configuration not stated) | -8.3 | ? | 6.0 | -9.1 | 0.0 | -1.7 | -1.9 | -17.3
COc1cc(NC(=O)c2noc3c2CCCC3)c(OC)cc1Cl | -11.7 | . | 11.9 | -4.7 | . | -7.2 | 3.4 | .
CCCNC(=O)C[C@@H]1CC[C@@H]2[C@@H](COc3ccc(NS(=O)(=O)CC)cc3C(=O)N2C)O1 | -1.3 | 0.1 | -0.4 | -1.2 | 0.0 | 1.0 | -0.3 | 2.6
COc1ccc(NS(=O)(=O)c2cccc(C(=O)N/N=C/c3cn(-c4ccccc4)nc3-c3ccc(OC)cc3)c2)cc1 | -6.1 | 0.9 | -39.1 | . | -0.1 | 24.1 | -3.1 | -5.0
CCOC(=O)[C@@H](C)N(Cc1ccc(OC)cc1)S(=O)(=O)N(Cc1ccccc1)[C@H](C(=O)OC)C(C)C | -1.9 | -0.1 | -1.7 | 7.6 | -0.6 | -2.6 | -5.3 | -4.7
CC(c1ccccc1)N1C(=O)c2ccccc2C1(O)Cc1ccccc1 (configuration not stated) | -12.8 | . | 0.8 | . | 0.0 | . | -1.9 | 9.4
CCN(CC)S(=O)(=O)c1ccc2c(c1)c(=O)c(C(=O)NCCc1ccc(OC)c(OC)c1)cn2C | -12.8 | -0.1 | 6.6 | -4.2 | 0.0 | 1.9 | 0.2 | 2.2
C[C@@H]1CN([C@H](C)CO)C(=O)Cc2cc(NC(=O)Nc3ccc4c(c3)OCO4)ccc2O[C@@H]1CN(C)C(=O)Nc1ccc(C(F)(F)F)cc1 | 14.6 | -0.3 | -0.4 | -4.6 | -1.2 | 2.0 | 32.0 | .
N#C[C@H]1[C@H](c2ccc(C#CC3CCCC3)cc2)[C@H](CO)N1C(=O)Cc1ccccn1 | -53.1 | -0.2 | -2.8 | . | 0.2 | . | 5.4 | 2.5
CCCNC(=O)Nc1ccc2c(c1)OC[C@H](C)N(C(=O)c1ccccc1F)C[C@@H](C)[C@H](OC)CN(C)C2=O | -0.7 | -0.1 | 1.5 | -2.2 | -0.3 | 2.5 | -3.6 | -0.5
COc1cccc2cc(-c3cc(=O)oc4cc(C)c(OCC(C)=O)cc34)oc12 | -2.3 | -0.2 | 1.0 | 2.1 | 0.0 | -2.3 | -2.4 | -6.2
N#C/C(=N\Nc1ccc(Cl)cc1)C(N)=S | -7.6 | 72.1* | -18.0 | -11.9 | 0.1 | 26.2 | -3.6 | -10.0
Cc1ccccc1NC(=O)CN1C(=O)c2ccccc2C1=O | -15.6 | . | 6.0 | 4.4 | 0.0 | -5.2 | 0.8 | -0.6
Cc1ccc(/C=N/NC(=O)CN2CCN(Cc3ccccc3)CC2)s1 | 4.2 | -0.2 | 6.5 | 7.1 | -0.1 | . | -0.5 | 4.0
O=C(Nc1cccc(Cl)c1)c1ccc(=O)[nH]n1 | -12.0 | 0.5 | -9.7 | -3.3 | 0.0 | 25.5 | 3.0 | -0.2
CC(O)(Cc1cccnc1)c1cccs1 (configuration not stated) | -10.9 | 0.4 | 1.4 | . | 0.0 | . | -1.4 | .
O=C(NCCC1=CCCCC1)C1CCN(S(=O)(=O)c2cccc(C(F)(F)F)c2)CC1 | -19.7 | -0.9 | 10.2 | -1.1 | 0.3 | -4.4 | -25.1 | 1.7
COc1ccc(S(=O)(=O)N(C)C[C@H]2OCCCC[C@H](C)Oc3ccc(NS(=O)(=O)c4ccc(Cl)cc4)cc3C(=O)N([C@@H](C)CO)C[C@H]2C)cc1 | . | 0.0 | 12.0 | . | 0.1 | . | -5.6 | -15.2
Cc1nnc(C)n1/N=C/c1ccccc1 | -4.9 | . | 9.0 | -1.7 | . | -11.3 | -0.8 | .
CCOC(=O)N1CCN(c2nc(-c3cccs3)nc3ccccc23)CC1 | -14.1 | 0.1 | 7.3 | 0.3 | 0.1 | -13.7 | -1.4 | -6.9
CC(=O)c1cccc(NC(=O)C=C(C)C)c1 | -11.2 | . | . | -2.5 | . | 1.8 | 33.0 | 13.4

An excerpt from above in order of heavy-atom count, high to low:
SMILES | RAD52 inh | E-selectin induc | EWS-Fli block | RAD54 branch | XiGFP reactiv | esBAF inh | S100A4 MyoIIA | FN deposit inh
O=C(NCCC1=CCCCC1)C1CCN(S(=O)(=O)c2cccc(C(F)(F)F)c2)CC1 | -19.7 | -0.9 | 10.2 | -1.1 | 0.3 | -4.4 | -25.1 | 1.7
CCOC(=O)N1CCN(c2nc(-c3cccs3)nc3ccccc23)CC1 | -14.1 | 0.1 | 7.3 | 0.3 | 0.1 | -13.7 | -1.4 | -6.9
Cc1ccc(/C=N/NC(=O)CN2CCN(Cc3ccccc3)CC2)s1 | 4.2 | -0.2 | 6.5 | 7.1 | -0.1 | . | -0.5 | 4.0
Cc1ccccc1NC(=O)CN1C(=O)c2ccccc2C1=O | -15.6 | . | 6.0 | 4.4 | 0.0 | -5.2 | 0.8 | -0.6
O=C(Nc1cccc(Cl)c1)c1ccc(=O)[nH]n1 | -12.0 | 0.5 | -9.7 | -3.3 | 0.0 | 25.5 | 3.0 | -0.2
CC(=O)c1cccc(NC(=O)C=C(C)C)c1 | -11.2 | . | . | -2.5 | . | 1.8 | 33.0 | 13.4
